Source: PubChem BioAssay
TROY signal inh: inhibitors of TROY-driven NF-kB signaling, primary screen, Q293 LMP1-TROYcd cells, NF-kB luciferase, uHTS | Q293 LMP1-TROYcd NF-kB luciferase reporter, 4 h | inhibition, % at 10 µM | hit rate 0.98% among 360,000 | AID 1347056, 2019;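 active = compounds whose plate-normalised and pattern-corrected inhibition of the luciferase reporter signal at the single screening dose is 50% or more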
Granule exo inh: LAMP-1 surface exposure blockers, TALL-104 cells – cell-based, flow cytometry, MLPCN library, primary screen | TALL-104 LAMP-1 surface exposure; cells stimulated with thapsigargin and PMA | inhibition, % at 10 µM | hit rate 0.66% among 360,000 | AID 651702, 2012;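 active = inhibition above about 55%, limit read from the data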
SRC1 inh: SRC1 coactivator transcriptional activity inhibitors, primary screen, cell-based, luminescence; Nuclear receptor coactivator 1 (Homo sapiens), Q15788; HEK293 GAL4-SRC1 luciferase reporter; inhibition, % at 3.6 µM; hit rate 0.12% among 360,000;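 active = inhibition above the campaign mean plus 3 SD, with each screening campaign given its own cutoff, cut at about 60% in these data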;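 note: 0% = DMSO treated cells and 100% = gossypol at 36 µM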
NR5A2 inv ag: LRH-1 (NR5A2) inverse agonists, primary screen, cell-based, luminescence, HEK293T, StAR-luciferase reporter; hit rate 0.13% among 360,000; LRH-1 transfected, 24 h; inhibition, % at 3.6 µM;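 active = inhibition above the mean inhibition of all tested compounds plus 3 SD, cut at about 73% in these data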;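 note: 0% = DMSO wells and 100% = reporter-only cells lacking LRH-1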
Target sequence (O00482 whole entry, looked up): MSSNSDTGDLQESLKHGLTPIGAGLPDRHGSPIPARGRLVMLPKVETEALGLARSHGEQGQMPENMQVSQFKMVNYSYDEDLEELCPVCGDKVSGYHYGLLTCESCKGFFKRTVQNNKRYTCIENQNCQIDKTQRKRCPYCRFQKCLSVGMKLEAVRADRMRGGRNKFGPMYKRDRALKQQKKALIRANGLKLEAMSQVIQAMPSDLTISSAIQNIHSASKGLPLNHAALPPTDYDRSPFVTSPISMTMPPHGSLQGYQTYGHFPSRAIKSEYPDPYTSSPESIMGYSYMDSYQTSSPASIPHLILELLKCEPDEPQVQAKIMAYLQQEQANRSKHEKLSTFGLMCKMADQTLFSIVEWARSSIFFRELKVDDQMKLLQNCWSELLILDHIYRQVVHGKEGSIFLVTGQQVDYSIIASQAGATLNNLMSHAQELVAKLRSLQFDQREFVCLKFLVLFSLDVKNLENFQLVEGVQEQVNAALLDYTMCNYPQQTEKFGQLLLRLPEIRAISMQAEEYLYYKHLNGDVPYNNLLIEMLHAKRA
TLR9-MyD88 inh: inhibitors of TLR9-MyD88 association in cells, primary screen, cell-based, CHO, BLA complementation, fluorescence; CCF4 FRET ratio; inhibition, % at 4.98 µM; Toll-like receptor 9 (Homo sapiens) + Myeloid differentiation primary response protein …; hit rate 0.21% among 340,000;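 active = inhibition above the mean over all tested compounds plus 3 SD, cut at about 21% in these data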;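 note: 0% = DMSO only wells and 100% = clavulanate BLA inhibitor control wells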
NR2F2 inh: NR2F2 transcriptional activity inhibitors, primary screen, cell-based, luciferase reporter, HEK293T, luminescence; COUP transcription factor 2 (Homo sapiens), P24468; HEK293T NGFI-A luciferase reporter; inhibition, % at 8.6 µM; AID 686940, 2013; hit rate 0.7% among 370,000;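 active = inhibition above a per-plate cutoff, mean inhibition of test wells between control levels plus 3 SD, cut at about 38% in these data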;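 note: cells cotransfected with COUP-TFII expression vector driving the NGFI-A reporter; 0% = median of COUP-TF2 test wells and 100% = reporter-only cells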
Target sequence (P24468 whole entry, looked up): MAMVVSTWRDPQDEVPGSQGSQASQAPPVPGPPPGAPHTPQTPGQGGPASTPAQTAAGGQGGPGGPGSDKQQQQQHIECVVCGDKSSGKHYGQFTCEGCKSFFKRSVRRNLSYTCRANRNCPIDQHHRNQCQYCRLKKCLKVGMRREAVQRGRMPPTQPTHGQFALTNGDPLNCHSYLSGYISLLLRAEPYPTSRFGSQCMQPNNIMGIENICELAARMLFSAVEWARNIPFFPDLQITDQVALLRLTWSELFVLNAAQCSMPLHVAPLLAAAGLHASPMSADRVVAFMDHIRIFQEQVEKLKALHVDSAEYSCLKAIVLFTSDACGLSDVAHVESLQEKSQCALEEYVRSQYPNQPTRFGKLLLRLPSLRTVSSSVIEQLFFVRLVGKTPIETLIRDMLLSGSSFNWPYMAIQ
NOD2-RIPK2 inh: NOD2-RIPK2 binding disruptors in cells, primary screen, fluorescence, CHO cells, BLA complementation; Receptor-interacting serine/threonine-protein kinase 2 (Homo sapiens), O43353; CCF4 ratio; inhibition, % at 4.98 µM; hit rate 0.38% among 360,000; AID 624267, 2012; in the data active = inhibition above about 21%;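 note: 0% = vehicle only and 100% = reference blocker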
ABHD5 PLIN5 PPI: ABHD5-PLIN5 interaction inhibitors, primary screen, cell lysate, split luciferase complementation, luminescence. hit rate 0.78% among 360,000. Split G. princeps luciferase complementation, 4 h. inhibition, % at 4 µM. Perilipin-5 (Homo sapiens) + 1-acylglycerol-3-phosphate O-acyltransferase ABHD5 (Homo …;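 active = inhibition above the mean inhibition across every tested compound plus 3 SD, cut at about 22% in these data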;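 note: 0% = DMSO only wells and the 100% control is not disclosed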
SRC3 inh: SRC3 coactivator transcriptional activity inhibitors, primary screen, cell-based, luminescence | inhibition, % at 3.6 µM | Nuclear receptor coactivator 3 (Homo sapiens), Q9Y6Q9 | HEK293 GAL4-SRC3 luciferase reporter | AID 588352, 2011 | hit rate 0.17% among 360,000;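 active = inhibition above a per-campaign cutoff, the mean of all compounds plus 3 SD, cut at about 60% in these data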;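 note: 0% = DMSO-treated cells and 100% = gossypol-treated cells at 36 µM; higher means less SRC3-driven luciferase light from the GAL4 reporter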
TWEAK-Fn14 inh: inhibitors of TWEAK-Fn14 signaling, primary screen, luciferase reporter cells, uHTS; TWEAK-stimulated Fn14 reporter cells, luciferase luminescence, 8 h; inhibition, % at 10 µM; hit rate 2% among 360,000; AID 1159606, 2016; in the data active = inhibition above about 50%
SRC2 inh: inhibition of GAL4-SRC2 driven luciferase reporter, primary screen, SRC2 inhibitor project, cell-based, luminescence; Nuclear receptor coactivator 2 (Homo sapiens), Q15596; hit rate 0.17% among 370,000; HEK293 GAL4-SRC2 luciferase reporter; inhibition, % at 9 µM;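 active = inhibition above the mean inhibition of all tested compounds plus 3 SD, set per campaign, cut at about 52% in these data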;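 note: 0% = DMSO treated cells and 100% = cells given Gossypol at 36 µM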
An asterisk follows results filed as active; . = not tested or not shown.

SMILES	TROY signal inh	Granule exo inh	SRC1 inh	NR5A2 inv ag	TLR9-MyD88 inh	NR2F2 inh	NOD2-RIPK2 inh	ABHD5 PLIN5 PPI	SRC3 inh	TWEAK-Fn14 inh	SRC2 inh
COc1ccc(C(=O)/C=C/c2ccc(OC3CSC3)cc2)cc1OC	21.4	-4.5	-11.9	-11.2	-12.6	8.4	4.8	6.5	4.7	19.0	-11.6
O=C(Nc1ccc(C(=O)N2CCCC(CO)C2)cc1)c1ccc(Br)o1 (stereo not given)	-9.4	-7.9	-14.3	-7.8	2.0	-1.7	-10.5	1.9	-21.3	11.0	2.2
Cc1ccc(CNc2ccc(N3C(=O)CC(C)C3=O)cc2[N+](=O)[O-])cc1 (stereo not given)	-32.3	-2.0	-6.4	-1.6	9.8	10.2	5.4	5.5	18.5	-3.7	4.7
COCc1c(C(=O)N2CCN(Cc3ccc(C#N)cc3)CC2)oc2ccccc12	8.6	-5.2	10.3	6.2	3.2	21.9	-10.8	-2.7	1.4	3.2	25.4
COC(=O)C[C@@H]1C=C[C@@H](NC(=O)c2ccccc2F)[C@@H](CO)O1	.	-6.5	.	11.5	.	7.2	-2.8	-0.1	.	.	4.3
C=CCn1c(SCC(=O)N(C)C2CCCCC2)nnc1C1CC1	5.8	-4.5	-6.7	-9.9	1.9	-16.8	3.0	-3.0	7.6	-4.6	-15.2
O=C(COc1ccc(Cl)cc1Cl)Nc1ccccc1NS(=O)(=O)c1cccs1	22.3	1.0	-31.2	-36.1	-2.2	-24.5	-5.0	6.4	-50.1	-18.2	-23.9
CC(C)Oc1ccc(F)cc1-c1cc(C(=O)NC2CCCCC2)[nH]n1	-4.0	-7.0	17.6	12.7	.	3.2	-9.9	11.4	4.7	4.8	-8.1
CCOC(=O)c1cc(-c2ccc(OC)cc2OC)nn1-c1ccc(C(=O)O)cc1	2.3	-0.6	-15.7	-4.7	1.3	-17.6	-3.7	-12.7	-7.4	14.3	-3.4
Cc1noc2ncnc(N3CCN(c4ccc(F)cc4)CC3)c12	-13.7	-2.3	13.7	-5.5	-8.2	2.8	3.9	-4.2	14.9	2.3	16.5
COc1c(Cl)ccc(Cl)c1C(=O)NC(=S)N1CCOCC1	-0.8	1.9	3.6	11.3	-12.0	-9.4	-3.7	4.0	18.8	-20.1	19.2
Cc1occc1C(=O)O/N=C(\N)c1ccccc1	-53.9	11.4	-138.0	-122.7	.	-46.4	-11.1	5.5	-61.4	19.9	-60.6
CC(C)CNc1ncnc2c1cnn2Cc1ccccc1Cl	-1.3	27.3	12.0	-11.0	-3.3	3.5	6.3	4.8	4.8	10.8	-19.5
O=C(CS(=O)(=O)c1ccccc1)Nc1nc(-c2ccc(F)cc2)cs1	-3.4	7.5	-24.7	-17.2	3.3	-14.1	0.5	-8.1	10.2	0.7	-17.5
CC(C)CCNC(=O)C1CCN(S(=O)(=O)c2ccc(-n3cnnn3)cc2)CC1	-5.0	0.7	20.2	-8.5	5.4	-2.6	-5.8	4.6	12.8	26.5	4.2
CC(=O)c1cnc(Nc2ccc(C)cc2)s1	-30.8	0.1	-63.0	-63.9	4.8	-13.5	6.6	-0.8	-44.5	-0.7	-56.8
CC(C(=O)Nc1nccs1)N1C(=O)c2ccccc2S1(=O)=O (stereo not given)	9.9	-0.6	-7.9	-1.6	-1.9	5.9	6.6	-12.1	-3.6	-0.6	-39.6
CCCCNc1c(-c2ccc(-c3ccc(OC)cc3)c(OC)c2)nc2ccccn12	-44.4	-0.7	-27.8	-84.3	-6.8	-0.7	14.0	-7.3	-35.7	-4.1	-18.0
CCCn1c(NC(=O)C2COc3ccccc3O2)nc2ccccc21 (stereo not given)	-14.1	-4.7	2.5	-4.0	-2.1	-3.5	-1.0	9.0	-4.2	47.4	-4.8
COc1ccc(CN2C(=O)CCC2(C)c2nnnn2C2CCCCC2)cc1 (stereo not given)	.	-3.8	.	20.2	.	-7.7	-5.0	-0.5	.	.	6.6
C=CCn1c(SCc2ccccc2)nc2c1c(=O)[nH]c(=O)n2C	22.3	17.2	-19.4	0.7	-3.5	-14.5	-2.3	-7.8	-31.7	-9.0	-6.9
Cc1ccc(N(C)C(=O)CCNC(=O)Cn2cnc3ccccc3c2=O)cc1C	14.8	-1.8	-2.2	-8.6	9.7	6.8	-8.2	9.4	6.5	-2.0	-8.6
COC(=O)c1sccc1NC(=S)N1CCCCC1C (stereo not given)	-4.9	4.5	2.8	14.4	-4.7	3.0	-9.2	-4.6	3.5	3.9	-7.2
CC(C)(C)OC(=O)N1CCC(C(=O)N[C@H](C(=O)O)c2ccccc2)(c2ccccc2)CC1	7.9	0.8	-0.2	-5.7	-7.8	8.3	3.1	-8.9	-2.5	-3.3	-1.4

As entered above.
NOD2-RIPK2 inh with COc1ccc(CN2C(=O)CCC2(C)c2nnnn2C2CCCCC2)cc1 (stereo not given) : -5.0
TROY signal inh with CC(C)(C)OC(=O)N1CCC(C(=O)N[C@H](C(=O)O)c2ccccc2)(c2ccccc2)CC1 : 7.9

Later entries:
SMILES	TROY signal inh	Granule exo inh	SRC1 inh	NR5A2 inv ag	TLR9-MyD88 inh	NR2F2 inh	NOD2-RIPK2 inh	ABHD5 PLIN5 PPI	SRC3 inh	TWEAK-Fn14 inh	SRC2 inh
Cc1cc(C)n(CCc2nc(-c3cc4ccccc4o3)cs2)n1	22.9	0.2	-37.6	-34.2	3.9	3.8	7.1	-13.4	-40.6	3.2	-25.8
CCOC(=O)C1CCCCN1Cc1ccc(-c2ccccc2)cc1 (stereo not given)	-13.0	-7.6	13.6	6.5	-4.8	2.6	3.5	-2.0	-17.6	-17.3	-41.8
O=C(COc1ccc(Cl)cc1)OCC(=O)N1CCCCCC1	8.6	-0.8	17.3	7.4	-7.3	4.2	2.3	-0.8	-20.4	14.5	9.2
CCc1nnc(NC(=O)Cc2ccc(OCc3c(C)noc3C)cc2)s1	17.6	2.3	-2.2	-13.2	2.9	-6.5	-3.1	-1.5	-20.7	6.3	-1.8
COc1ccc2c(c1OC)C(=O)N1c3cccc(Cl)c3C(=O)OC21 (stereo not given)	-15.1	-1.0	-25.0	-25.2	3.0	8.0	0.7	4.1	1.1	-5.4	2.5
Cc1ccccc1C(C(=O)NCc1ccccc1)N(Cc1ccco1)C(=O)c1ccccn1 (stereo not given)	-3.3	2.8	-4.7	28.8	-3.6	3.9	6.0	6.0	-6.6	19.1	12.3
CNC(=O)C12CCC(C)(c3nc4cc(C)c(C)cc4nc31)C2(C)C (stereo not given)	13.8	1.1	5.7	-6.2	2.1	14.6	1.7	3.5	12.2	0.1	-6.5
CN1c2ccccc2C(C)(C)C12C=Nc1c(ccc3ccccc13)O2 (stereo not given)	70.5*	-0.4	-6.0	-0.9	-4.4	12.5	0.1	-71.7	-7.3	71.4*	-41.7
Cc1ccc(C2N(c3ccccc3)C(=S)N3CCCN23)cc1 (stereo not given)	-16.1	-2.8	1.7	-10.7	0.0	-14.8	-1.2	-3.3	-0.1	12.5	-5.8
COc1ccc(NC(=O)N2c3ccc(OC)cc3C(C)=CC2(C)C)cc1	-8.2	23.1	-11.4	14.5	-4.9	1.4	2.1	-15.0	5.2	-12.8	-25.7
CC(NC(=O)C1CCCN1S(=O)(=O)c1cccc2nsnc12)c1ccccc1 (stereo not given)	-6.0	-2.7	10.6	2.7	-8.8	.	-14.2	2.5	-4.6	-0.8	.
CN(Cc1ccccc1)C(=O)COC(=O)c1ccccc1Nc1ccccc1	-0.1	-0.1	5.4	7.7	0.4	24.1	5.8	3.4	21.4	3.5	-14.0
Cc1cccc(C)c1NC(=O)C1C(c2ccc3c(c2)OCO3)=Nc2ccccc2N1C(=O)c1ccccc1 (stereo not given)	.	-3.3	.	18.9	.	12.9	5.6	6.1	.	.	0.6
CCOC(=O)C(NC(=O)CC)(Nc1ccc(S(=O)(=O)Nc2cc(C)on2)cc1)C(F)(F)F (stereo not given)	2.0	-3.6	5.7	1.8	-3.0	1.8	3.3	-4.3	-12.3	7.4	-16.4
Cc1ccc(N2CCN(C(=O)CNS(=O)(=O)c3ccc(Br)s3)CC2C)cc1 (stereo not given)	7.5	-1.4	-10.0	-2.1	1.7	21.2	-4.6	-4.5	-10.6	11.2	-13.6
CCNC(=S)NNC(=O)C1CCN(Cc2ccccc2)CC1	-33.8	5.5	13.3	6.5	-3.7	-3.9	2.2	8.9	22.6	-16.9	-15.8
Cc1nc2ccc(NC(=O)c3cc(Cl)ccn3)cc2s1	-66.7	-11.4	-126.0	-163.9	6.3	-86.1	1.0	-5.4	-91.5	36.5	-44.9

Structural class, the entries above with a furan ring, fused or not.
SMILES	TROY signal inh	Granule exo inh	SRC1 inh	NR5A2 inv ag	TLR9-MyD88 inh	NR2F2 inh	NOD2-RIPK2 inh	ABHD5 PLIN5 PPI	SRC3 inh	TWEAK-Fn14 inh	SRC2 inh
O=C(Nc1ccc(C(=O)N2CCCC(CO)C2)cc1)c1ccc(Br)o1 (stereo not given)	-9.4	-7.9	-14.3	-7.8	2.0	-1.7	-10.5	1.9	-21.3	11.0	2.2
COCc1c(C(=O)N2CCN(Cc3ccc(C#N)cc3)CC2)oc2ccccc12	8.6	-5.2	10.3	6.2	3.2	21.9	-10.8	-2.7	1.4	3.2	25.4
Cc1occc1C(=O)O/N=C(\N)c1ccccc1	-53.9	11.4	-138.0	-122.7	.	-46.4	-11.1	5.5	-61.4	19.9	-60.6
Cc1cc(C)n(CCc2nc(-c3cc4ccccc4o3)cs2)n1	22.9	0.2	-37.6	-34.2	3.9	3.8	7.1	-13.4	-40.6	3.2	-25.8
Cc1ccccc1C(C(=O)NCc1ccccc1)N(Cc1ccco1)C(=O)c1ccccn1 (stereo not given)	-3.3	2.8	-4.7	28.8	-3.6	3.9	6.0	6.0	-6.6	19.1	12.3

This is a subset. The share of hits here may be higher or lower than overall.
